# Rv3671c inh: inhibits the M. tuberculosis serine protease Rv3671c | 0.048% of 320,000 active | P9WHR9 | inhibition, % at 5.96 µM; in the data active means inhibition above about 38%;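 further: extracellular domain of Rv3671c used as enzyme; 0% = enzyme with DMSO and 100% = no enzyme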
# PrPC TRFRET: cell surface PrPC inhibition, primary TR-FRET screen | P04156 | TR-FRET read-out | inhibition, % at 13.8 µM | 0.43% of 370,000 active | AID 720596; in the data active means inhibition above about 24%; further: 0% = median of the test wells and 100% = reference compound wells
# BoNT-F LC inh: blocks Botulinum neurotoxin F light chain protease; 0.22% of 360,000 active; Multiplex microsphere protease cleavage assay, flow cytometry; inhibition, % at 10 µM; in the data active means inhibition above about 35%, passing the limit was not always enough; inconclusive means no clear call, values can overlap the other calls; further: plate controls were buffer without enzyme for full effect and enzyme alone for no effect
# SARS 3CLpro inh: SARS-CoV 3CLpro protease inhibition; inhibition, % at 6 µM; P0C6X7; 0.14% of 290,000 active; recombinant SARS-CoV 3CLpro, quenched FRET peptide cleavage; AID 1706; in the data active means inhibition above about 12%
# Anthrax LF prot: blocks Bacillus anthracis lethal factor protease | P15917 | 0.12% of 360,000 active | inhibition, % at 10 µM | multiplex microsphere protease cleavage assay, LF; further: plate controls were buffer without enzyme for full effect and enzyme alone for no effect
# Target sequence (P15917 whole entry, looked up): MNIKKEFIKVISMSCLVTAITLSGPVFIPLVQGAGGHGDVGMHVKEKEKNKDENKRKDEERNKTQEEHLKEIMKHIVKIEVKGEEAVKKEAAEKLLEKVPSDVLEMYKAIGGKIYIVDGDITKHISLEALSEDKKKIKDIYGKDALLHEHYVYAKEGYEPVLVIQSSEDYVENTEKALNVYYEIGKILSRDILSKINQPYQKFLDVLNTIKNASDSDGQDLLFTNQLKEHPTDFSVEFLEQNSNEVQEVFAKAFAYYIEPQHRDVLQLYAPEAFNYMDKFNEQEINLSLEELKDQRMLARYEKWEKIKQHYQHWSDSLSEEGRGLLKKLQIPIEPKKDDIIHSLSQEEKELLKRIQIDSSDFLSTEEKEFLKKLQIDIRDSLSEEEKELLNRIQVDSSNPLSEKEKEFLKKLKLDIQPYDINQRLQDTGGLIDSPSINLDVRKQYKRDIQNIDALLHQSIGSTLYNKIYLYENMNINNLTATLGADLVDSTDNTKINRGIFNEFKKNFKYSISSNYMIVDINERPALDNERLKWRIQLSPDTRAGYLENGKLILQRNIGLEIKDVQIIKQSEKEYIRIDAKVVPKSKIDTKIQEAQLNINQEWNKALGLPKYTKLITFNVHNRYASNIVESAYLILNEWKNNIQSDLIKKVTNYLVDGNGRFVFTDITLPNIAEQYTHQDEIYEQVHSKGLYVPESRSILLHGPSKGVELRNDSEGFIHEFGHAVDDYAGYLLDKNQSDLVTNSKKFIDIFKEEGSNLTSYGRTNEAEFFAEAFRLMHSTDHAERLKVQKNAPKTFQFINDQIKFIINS
# VHR inh abs: DUSP3 (human) phosphatase inhibition. P51452. recombinant VHR phosphatase, pNPP absorbance. inhibition, % at 13.3 µM. 0.52% of 290,000 active; in the data active means inhibition above about 50%; further: some compounds called inactive have numbers as strong as hits
# BoNT A protease: BoNT A light chain protease inhibition. AID 588499. inhibition, % at 10 µM. multiplex microsphere protease substrate cleavage, flow cytometry. 0.17% of 360,000 active; further: plate controls were buffer without enzyme for full effect and enzyme alone for no effect
# CCHF vOTU inh: CCHFV vOTU protease inhibition; 0.55% of 370,000 active; inhibition, % at 11.5 µM; Pep-AMC fluorescence; AID 651958; in the data active means inhibition above about 30%; further: 0% = vehicle wells with enzyme and 100% = no enzyme wells
# PriA SSB inh: blocks PriA binding to SSB C-terminal tail. AlphaScreen SSBct-PriA binding, biotinylated peptide. inhibition, % at 33 µM. 0.6% of 430,000 active. AID 1272365; in the data active means inhibition mostly above about 37%, no sharp cut-off; inactive means mostly below about 20%;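 further: plate controls were negative control peptide for no effect and reference peptide for full effect; strong numbers were not always called active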
# MazF activator: increases E. coli MazEF RNase cleavage of RNA; P0AE70; FAM/BHQ RNA-DNA oligo cleavage fluorescence, 5 h; activation, % at 20 µM; 0.32% of 350,000 active; in the data active means activation above about 50%
# Target sequence (P0AE70 whole entry, looked up): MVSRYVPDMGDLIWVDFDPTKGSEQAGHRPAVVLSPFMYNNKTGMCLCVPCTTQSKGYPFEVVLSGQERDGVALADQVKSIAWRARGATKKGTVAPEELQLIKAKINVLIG
# Active calls of the source: *; i = inactive; ? = inconclusive; . = no result given; & = joins results of further samples. Unless noted, no stated cut-off is given here; in the data, active means inhibition above about 30%; inconclusive means no clear call, values can overlap the other calls; inactive means below that. These rows are one share of the data, so the mix of outcomes need not match the whole.
SMILES,Rv3671c inh,PrPC TRFRET,BoNT-F LC inh,SARS 3CLpro inh,Anthrax LF prot,VHR inh abs,BoNT A protease,CCHF vOTU inh,PriA SSB inh,MazF activator
CC(C)c1ncc(C(O)c2cccc3ccccc23)n1C (centres undefined),0,8,2,2,1,-4,0.5,6,-9,-5
CN(C)N1C(=O)/C(=C/c2ccco2)SC1=Nc1ccccc1,0,1,?,.,-7,.,3.4,4,2,1
N#Cc1ccc(CSc2nnc3ccccn23)cc1,8,6,2,0,-2,10,0.6,10,-27,5
COc1ccc(CC(=O)OC(C)C(=O)c2ccc(C)cc2)cc1 (centres undefined),5,5,-2,5,-1,-19,-0.7,15,-52,2
COCCCN1C(=O)C(=O)/C(=C(/O)c2ccc(S(=O)(=O)N3CCCCC3)cc2)C1c1ccc(O)c(OC)c1 (centres undefined),1,-1,1,-5,-2,-20,0.4,2,.,5
CCOC(=O)c1[nH]c(C)c(C(=O)OCC(=O)N2CC(=O)Nc3ccccc32)c1C,0,1,-8,2,-3,0,-0.9,-18,3,-6
Cc1ccc(Oc2ncc(CN3CC(C)OC(C)C3)s2)cc1 (centres undefined),-2,-4,4,-3,-11,25,0.5,1,1,5
CC(C)CSc1nc2ccccc2n1CC(N)=O,1,-4,-1,-5,0,6,0.2,-12,-4,8
C#CCN(C(=O)c1ccc(OC)c(OC2CCN(C(C)C)CC2)c1)C1CCCCC1,.,-1,0,-1,-1,23,-0.4,17,-4,-5
O=C(NCCc1ccccc1)C(=O)NCC1(c2ccccc2)CCCC1,4,4,3,-2,-2,20,0.4,1,-10,6
O=C(CSc1nc2[nH]ncc2c(=O)n1-c1ccccc1Cl)N1CCCC1,1,4,3,-3,1,-2,-0.1,5,-12,4
OC12Oc3ccccc3C=C1N1CCC2CC1 (centres undefined),-2,2,4,-2,-1,24,-0.4,-5,-7,5
COc1cccc(C(NC(C)=O)c2nc(/C=C/c3ccccc3)cs2)c1 (centres undefined),.,6,-2,.,-6,.,-0.1,13,.,.
Cc1ccc(S(=O)(=O)NCCNc2ccc([N+](=O)[O-])cc2)cc1,-3,-12,6,0,-5,40,-1.3,8,4,3
CC(C)OC(=O)CN1C(=O)S/C(=C/c2ccc(N3CCCCC3)o2)C1=O,-10,-7,0,-1,-4,-15,0.3,7,-5,35
O=C(COc1ccccc1)NCC(=O)N/N=C/c1ccco1,-2,-6,-1,-2,-1,-4,-0.3,4,.,2
CCC(CC)C1C(C#N)=C(N)Oc2n[nH]c(C)c21 (centres undefined),1,-6,-7,5,-1,-2,0.2,-10,-2,-2
O=C(O)C1C2C=CC(C2)C1C(=O)N1CCc2ccccc21 (centres undefined),1,5,39*,-1,6,21,3.6,-2,3,0
CC(C)(C)N(Cc1nc(-c2ccccc2)no1)C(=O)c1ccc2c(c1)OCO2,-4,0,1,4,0,30,1.3,30*,-8,5
COCCNC(=O)C(OC(=O)c1ccco1)c1ccccc1F (centres undefined),0,11,33,2,-4,26,0.5,-2,-12,-7
Cc1cccc(C)c1Cn1c(C)c(C(=O)NCc2ccc(C#N)cc2)sc1=O,.,2,-22,.,-12,.,-1.0,4,.,.
CCOCCc1nnc(NC(=O)CSc2ccccc2)s1,-6,-6,-6,8,0,0,-0.1,-1,-11,1
COC(=O)CCCC(=O)N1CCCC(CNS(=O)(=O)c2ccc(OC)cc2)C1 (centres undefined),4,4,-5,-7,-3,8,-1.2,-7,-8,2
CC1C(=O)N(Cc2cn(Cc3ccco3)nn2)CCS(=O)(=O)N1Cc1ccc(-c2ccc(F)cc2Cl)cc1 (centres undefined),.,9,0,.,0,.,-0.7,21,.,.
CCOC(=O)C1CCN(C2CC(=O)N(c3ccc(OCC)cc3)C2=O)CC1 (centres undefined),5,-2,2,-4,0,36,0.0,8,9,9
COc1ccc(NS(=O)(=O)c2ccc3nc(COc4ccc(C#N)cc4)[nH]c3c2)cc1,-67,-3,-4,0,-2,-10,-0.8,-12,-5,28
O=C(CSc1nc2ccccc2o1)NCC(=O)c1ccccc1,-3,-8,0,-2,0,-20,0.0,10,-5,-3
Cc1ccc(S(=O)(=O)N2[C@@H](c3cccc(Cl)c3)C(C(=O)OC(C)(C)C)=CC[C@H]2c2ccc(C(C)C)cc2)cc1,.,-6,0,.,-1,.,0.2,-2,.,.
COc1ccc(S(=O)(=O)N2CCC(C(=O)N[C@@H](C)C(=O)N3CCCC3)CC2)cc1,.,3,-5,.,-6,.,-0.4,-2,.,7
CC1=C(C(=O)N2CCCCCC2)CC(CC(=O)NC2CCCC2)C(=O)N1Cc1ccccc1 (centres undefined),.,1,-2,.,2,.,0.2,-5,.,.
CC(Oc1ccccc1F)C(=O)/C=C/N(C)C (centres undefined),-7,.,-4,8,-1,21,0.4,.,-7,6
COc1cccc(CNc2nnnn2C)c1,-5,1,-25,-1,11,30,-1.3,-6,-8,-13
CO/N=C(\Cn1ncc(N2CCCC2)c(Br)c1=O)c1ccc(Cl)cc1,4,13,-4,-7,1,5,0.4,15,.,3
O=C(O)c1ccccc1C(c1ccccc1)c1ccccc1O (centres undefined),.,8,-6,.,-3,.,0.0,5,4,-3
COc1ccnc(CN(C)C(=O)C2CCC(=O)N(Cc3cccc(C(F)(F)F)c3)C2)c1 (centres undefined),-6,-4,-11,-1,-3,18,1.6,14,11,9
Cc1cccc(C)c1-n1nnnc1C(c1cc2ccccc2o1)N1CCC(n2c(=O)[nH]c3ccccc32)CC1 (centres undefined),.,4,2,.,7,.,0.2,-10,.,.
O=C(NCCc1ccccc1)C1CC(=O)N(c2ccc3c(c2)OCCO3)C1 (centres undefined),-4,0,.,.,.,.,.,12,-15,3
Cc1nn(Cc2cccc(C(=O)NN)c2)c(C)c1Cl,-6,-2,?,-5,-4,9,?,-10,-1,9
O=C1CCCC(=O)C1C1c2ccccc2CCN1C(=O)CCl (centres undefined),-2,9,-14,-1,-7,13,-0.7,8,2,6
CC1CCN(C(CNS(=O)(=O)c2ccccc2)c2ccccc2)CC1 (centres undefined),0,-8,2,.,0,.,2.1,3,5,-1
COc1ccc(CCN2CCCC(CN(C)Cc3cc(Cl)c(O)c(OC)c3)C2)cc1 (centres undefined),.,2,?,-1,-15,19,4.4,8,6,3
O=C(Nc1ccccc1F)Nc1cccc2ccc(O)cc12,10,-4,-56,6,-6,6,2.5,-10,-9,2
COCCCNc1nc(=S)[nH]c2cc(OC)c(OC)cc12,1,-7,-14,2,1,13,0.6,-2,2,-4
COCCn1cnc2c(c1=O)c1nc3ccccc3nc1n2/N=C/c1cccc(OC)c1,-8,-14,?,-1,-1,-23,?,-6,i,1
Brc1cccc(CN2CCCCCCC2)c1,6,6,-4,5,3,11,0.1,-10,-31,-2
CCOc1ccc(NC(=O)Cn2nnc(-c3ccccc3F)n2)cc1,-3,-3,-12,2,2,-1,-0.3,8,-5,-14
CCOc1ccc(NC(=O)CSc2nc(O)c(C)c(=O)n2-c2ccc(F)cc2)cc1,5,-1,3,-3,-4,-19,-0.2,4,-6,-8
CCOC1(/N=C(\C)NS(=O)(=O)c2ccc(Cl)cc2)C(C)=CC(=O)C=C1C,6,0,-2,-1,-5,-4,-0.1,-13,.,9
O=S1(=O)CCC(n2nccc2-c2ccccc2)C1 (centres undefined),-9,-5,?,1,-4,18,3.0,-1,-1,13
N#Cc1cccc2c1-c1ccccc1/C2=N/NC(N)=S,-10,.,?,0,-23,10,-15,.,.,11
Cc1csc(NC(=O)CCn2c(=O)oc3ccc(Cl)cc32)n1,-2,-6,-5,-1,-3,13,-0.2,9,-9&-4,11
Cc1cc(N2CCCC2)nc2c(C)cccc12,1,2,4,4,-1,17,2.0,-1,-22,-2
NC(=O)CCS(=O)(=O)CCN1CCCCC1,2,5,5,1,-2,6,0.0,12,2,-4
COc1ccc(C2C(=O)N(C3CCCCC3)CC(=O)N2C2CCCCC2)cc1 (centres undefined),4,-3,-4,0,-4,24,-0.2,-7,-11,-1
CCc1ccc2oc(C(=O)NC3CCS(=O)(=O)C3)cc(=O)c2c1 (centres undefined),3,-7,-6,-3,0,4,0.5,-3,-2,8
COc1ccc(S(=O)(=O)N2CCOCC2)cc1NC(=O)COC(=O)CCS(=O)(=O)c1ccc(C)cc1,.,4,2,.,-3,.,-0.8,11,-10,1
O=c1[nH]c(C2CCN(S(=O)(=O)c3ccccc3F)CC2)nc2c1nnn2Cc1ccc(F)cc1,-12,-6,3,2,-3,48,-0.7,7,3,0
COc1ccc(C)cc1NC(=O)CN(C)S(=O)(=O)c1cnc[nH]1,2,0,-2,4,4,-6,-0.5,-2,8,13
C#Cc1cccc(NC(=O)CSc2nnc(-c3ccc(C(F)(F)F)cn3)o2)c1,-4,0,0,-3,-7,20,0.1,5,-9,8
CCN1CCCC1CNC(=O)Cn1ncc2c(=O)oc3ccc(C)cc3c21 (centres undefined),2,-2,4,-6,4,11,-0.1,-2,-8,5

# (more compounds)
SMILES,Rv3671c inh,PrPC TRFRET,BoNT-F LC inh,SARS 3CLpro inh,Anthrax LF prot,VHR inh abs,BoNT A protease,CCHF vOTU inh,PriA SSB inh,MazF activator
O=C(Nc1cccc(O)c1)c1noc2c1CCc1ccccc1-2,-41,1,-24,3,-5,19,-2.4,1,11,17
O=S(=O)(c1cc(C(F)(F)F)ccc1Cl)N1CCN(c2ncnc3ccccc23)CC1,.,10,-11,.,2,.,-0.4,5,-13,1
CN(C)CCNC(=O)c1cccc(-c2cccc3nncn23)c1,.,1,-7,.,-3,.,-0.3,-7,.,.
COc1ccc(C(F)(F)F)cc1N/C=C/c1nnnn1-c1ccc2ccccc2c1,-4,3,.,0,.,0,.,-13,-15,-3
COc1ccc(CNC(=O)c2ccc(Br)o2)cc1,4,-2,-11,-6,-4,0,-0.4,7,3,0
C=CCC1(O)C(=O)Nc2ccccc21 (centres undefined),-1,-4,-1,-8,-6,10,-0.1,8,-13,7
CN(C)c1nc(N)nc(CSc2nnnn2C)n1,3,4,12,8,-5,26,-1.8,2,-2,7
Cc1cc(C)n(C(=O)c2cccc(S(=O)(=O)N3CCCCC3)c2)n1,1,0,-5,4,-1,21,0.5,3,-8,-1
C=CCN(c1ccccc1OC)S(=O)(=O)c1cccc(C(=O)NC2=NCCS2)c1,-7,7,-2,.,-7,.,-0.1,-10,-6,-1
CC(=O)Nc1ccc(NCC(=O)c2ccccc2)cc1,13,3,6,2,1,26,-0.3,8,8,-2
Cc1ccc(-c2csc(N3CCN(CCCn4c(-c5ccncc5)nc5ccccc54)CC3)n2)cc1,-1,-1,-9,-6,-6,-22,0.2,8,6,11
COc1ccccc1NC(=O)/C=C\c1ccco1,-2,-11,4,-2,-8,34,-0.9,-7,-7,4
CCOCCCNC(=O)c1ccccc1OC1CCN(S(C)(=O)=O)CC1,3,7,2,5,3,-5,0.0,-12,0,12

# Screens (PubChem BioAssay)
